HP1b binding inh: inhibitors of HP1-beta chromodomain binding to methylated histone tails; AlphaScreen HP1-beta / biotin-H3K9me3 peptide binding; Potency, µM (highest dose often 114 µM), for inactives: at the highest dose activity change, negative = inhibition, usual class: inhibitors; actives 0.56% (n = 390,000); AID 540317; note: potency is the fitted concentration of half-maximal effect; nearly all actives have a fitted effect of over 70% in size; inactives centre near 23
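HP1-beta protein (50 nM final) preincubated 30 min at room temperature with biotinylated H3(1-18)K9me3 peptide (50 nM) in PBS pH 7.4, 0.01% Tween-20, then compound added for 30 min. AlphaScreen streptavidin donor/nickel chelate acceptor beads (10 ug/mL final), 30 min dark, luminescence read.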
GLS inhibitor: inhibitors of human glutaminase (GLS) | O94925 | GLS enzymatic activity, qHTS titration | Potency, µM (highest dose often 45.5 µM), for the others: at the top dose activity change, negative = inhibition, hits mostly inhibitors | actives 0.21% (n = 410,000); note: potency is the fitted concentration of half-maximal effect; % is set by controls: 0 for no effect and ±100 for the full control effect
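Compounds were pin-transferred onto hKGA, after which L-glutamine (1 mM solution) and a detection mix of glutamate oxidase, HRP and Amplex Red were added. Initial and 30 min RT fluorescence reads were collected.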
JMJD2A Tudor inh: blocks the human JMJD2A Tudor domain; O75164; AlphaScreen JMJD2A-Tudor / H3K4me3 peptide binding; Potency, µM (top dose mostly 114 µM), for inactives: at the top dose activity change, negative = inhibition, hits mostly inhibitors; actives 4.4% (n = 390,000); note: potency is the fitted concentration of half-maximal effect; % is set by controls: 0 for no effect and ±100 for the full control effect; nearly all actives have a fitted effect of over 50% in size
ERG-DNA inh: inhibitors of human ERG Ets domain-DNA interaction | actives 0.028% (n = 370,000) | Potency, µM (highest dose often 76.9 µM), inactives show top-dose FP activity, negative = inhibition, most hits filed as inhibitors | fluorescence polarization, His-ERG Ets domain / labelled DNA | P11308 | AID 624246; active = well fitted inhibition curve with a large enough effect in the polarisation, with a control signal flat; inconclusive = small, poorly fitted or top-dose-only effect, or effect the other way, or a change in a side signal; inactive = no such curve, though single readings can be large or run the other way; the % refers to the polarisation;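 note: polarization taken with two DNA probes labelled with fluorescein and Texas red; potency is the fitted concentration of half-maximal effect; % of control where 0% means no effect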
Target sequence (P11308 whole entry, looked up, the tested form may be a part): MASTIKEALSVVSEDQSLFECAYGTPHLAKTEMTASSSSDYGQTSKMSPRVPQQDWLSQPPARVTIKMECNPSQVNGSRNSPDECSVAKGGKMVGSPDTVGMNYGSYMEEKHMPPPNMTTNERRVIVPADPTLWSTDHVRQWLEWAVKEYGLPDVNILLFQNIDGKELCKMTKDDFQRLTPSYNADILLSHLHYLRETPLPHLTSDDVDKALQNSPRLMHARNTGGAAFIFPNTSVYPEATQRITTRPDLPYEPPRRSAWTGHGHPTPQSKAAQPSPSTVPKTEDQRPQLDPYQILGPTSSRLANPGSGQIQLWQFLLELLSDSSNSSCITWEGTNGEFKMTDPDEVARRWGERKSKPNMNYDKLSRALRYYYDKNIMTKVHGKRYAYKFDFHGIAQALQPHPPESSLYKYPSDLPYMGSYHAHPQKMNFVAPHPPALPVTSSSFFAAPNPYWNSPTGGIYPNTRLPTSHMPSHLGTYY
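His-tagged ERG Ets domain (1 uM in the protein solution; 300mM KCl, 50mM Tris-HCl, 1mM EDTA, 1mM DTT, pH 7.5) received compound, then a probe mix of 5 nM fluorescein-DNA and 100nM Texas-615-DNA. Fluorescence polarization was read for both dyes.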
Tb PGK inh: T. brucei PGK inhibition; P07378; PGK/GAPDH coupled, Kinase-Glo luminescence, 60 min; Potency, µM (series often up to 57.5 µM), without a hit: at the highest dose activity change, negative = inhibition, most hits filed as inhibitors; actives 0.043% (n = 380,000); AID 602233; note: potency is the fitted concentration of half-maximal effect; % is set by controls: 0 for no effect and ±100 for the full control effect; nearly all actives have a fitted effect of over 60% in size
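Recombinant glycosomal PGK reaction used 1,3-bisphosphoglycerate generated in-well by GAPDH (100nM final) in 100mM TEA pH 7.6, 5mM MgCl2, 0.01% Tween-20. After 60 minutes at room temperature, ATP was read by Kinase-Glo Plus luminescence end-point.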
PI4K2A inh: inhibitors of human PI4K2A; actives 0.13% (n = 420,000); purified PI4K2A, ADP-Glo luminescence, 1 h; stronger effect = lower value; activity change, negative = inhibition, % at 76.9 µM; AID 1346378; in the data active = activity change below about -50%; inconclusive = mostly about -30% to -49%;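 note: -100% = wells without enzyme as full effect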
Target sequence (Q9BTU6 whole entry, looked up): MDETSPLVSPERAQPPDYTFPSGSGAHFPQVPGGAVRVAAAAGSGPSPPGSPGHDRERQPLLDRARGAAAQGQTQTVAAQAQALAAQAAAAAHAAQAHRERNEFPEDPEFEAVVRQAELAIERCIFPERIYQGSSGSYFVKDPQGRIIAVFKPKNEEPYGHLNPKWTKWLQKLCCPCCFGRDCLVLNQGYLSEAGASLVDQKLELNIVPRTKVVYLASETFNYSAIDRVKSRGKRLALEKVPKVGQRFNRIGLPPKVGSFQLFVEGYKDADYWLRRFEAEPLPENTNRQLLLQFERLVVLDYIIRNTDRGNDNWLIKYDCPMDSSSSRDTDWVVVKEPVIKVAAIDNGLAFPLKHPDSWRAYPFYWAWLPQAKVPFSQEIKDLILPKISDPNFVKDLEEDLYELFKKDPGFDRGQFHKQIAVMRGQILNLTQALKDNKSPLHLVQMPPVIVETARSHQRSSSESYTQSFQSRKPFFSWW
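ADP-Glo luminescence measured ADP generated by PI4K2A enzyme (4 ug/mL before mixing) with 1.2 mM PI substrate (pre-mix) and 300 microM ATP (pre-mix). Tris pH7.5 buffer with MgCl2, Triton X-100; 1 h reaction at ambient temperature.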
G9a inh: blocks human histone lysine methyltransferase G9a; Q96KQ7; Potency, µM (top dose mostly 102 µM), for the others: at the top dose activity, negative = inhibition, usual class: inhibitors; actives 8.8% (n = 350,000); G9a H3K9 monomethylation, AlphaScreen, 2 h; note: potency is the fitted concentration of half-maximal effect; % is set by controls: 0 for no effect and ±100 for the full control effect; nearly all actives have a fitted effect of over 75% in size
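Using a bead-based AlphaScreen, monomethylated H3K9 product from 2 h room-temperature reactions (G9a 20 nM, peptide 500 nM, SAM 20 uM) was detected with 0.5 ug/mL rabbit anti-H3K9me1 antibody.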
BAZ2B inh: BAZ2B (human) inhibition; AlphaScreen BAZ2B-H3K14Ac peptide displacement; actives 4.4% (n = 360,000); Potency, µM (top dose mostly 114 µM), inactives show top-dose activity change, negative = inhibition, usual class: inhibitors; note: potency is the fitted concentration of half-maximal effect; % is set by controls: 0 for no effect and ±100 for the full control effect; nearly all actives have a fitted effect of over 60% in size
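AlphaScreen displacement: compounds (up to 110uM) incubated 30 min at room temperature with a preformed 50 nM BAZ2B/50 nM biotinylated H3K14Ac peptide complex in PBS pH 7.4 with Tween-20. Donor and acceptor beads at 10 ug/mL final added, 20 min light-protected before reading.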
Pin1 inh: human Pin1 inhibition; Q13526; Pin1 FP peptide displacement, HiFluor488, 10 min; Potency, µM (titrated, usually from 115 µM), inactives show at the top dose activity, negative = inhibition, most hits filed as inhibitors; actives 0.009% (n = 390,000); AID 504891; active = well fitted inhibition curve with a large enough effect in the polarisation, with a control signal flat, not every such curve was filed as active; inconclusive = small, poorly fitted or top-dose-only effect, or effect the other way, or a change in a side signal; inactive = no such curve, though single readings can be large or run the other way; the % refers to the polarisation; note: potency is the fitted concentration of half-maximal effect; % is set by controls: 0 for no effect and ±100 for the full control effect
* marks the source's active call; other numbers are inactive results; [ ] = remark or other dose. Unless noted, calls come from the whole dose curve; as a rule, active = well fitted curve in the direction sought with a large enough effect; inconclusive = small, poorly fitted or top-dose-only effect, or another doubt; inactive = no such curve, though single readings can be large; an effect the other way counts as inactive or inconclusive.

`Cc1ccc(NC(=O)[C@@H](c2ccccc2)N2Cc3ccccc3C2=O)cc1F` gave HP1b binding inh 17%, GLS inhibitor 8%, JMJD2A Tudor inh -28%, ERG-DNA inh inconclusive, Tb PGK inh -1%, PI4K2A inh -2, G9a inh -9%[59 µM], BAZ2B inh -18% and Pin1 inh 4%.
For NC(=O)c1sc2nc3c(c(-c4cccnc4)c2c1N)CCC3 the results were HP1b binding inh 20%, GLS inhibitor 0%, JMJD2A Tudor inh -8%, Tb PGK inh 1%[11.5 µM], PI4K2A inh -4, G9a inh 17%[59 µM], BAZ2B inh 5% and Pin1 inh 0%.
For Cc1cc(C)c(S(=O)(=O)c2ccccc2Cl)c(=O)[nH]1 the results were HP1b binding inh 25%, GLS inhibitor 13%, JMJD2A Tudor inh -6%, ERG-DNA inh 6%, Tb PGK inh 6%, PI4K2A inh -1, G9a inh 22%, BAZ2B inh -1% and Pin1 inh -1%.
CCOc1ccc(C(=O)NCC(=O)NC(C)c2ccc(-n3ccnc3)cc2)cc1OCC (centres undefined) was read as HP1b binding inh 15%, GLS inhibitor 3%, JMJD2A Tudor inh -28%, ERG-DNA inh 4%, Tb PGK inh 4%, PI4K2A inh 2, G9a inh -87%, BAZ2B inh -38% and Pin1 inh 2%.
C=CCn1c(C)cc(C(=O)CN2C(=O)NC3(CCCc4ccccc43)C2=O)c1C (centres undefined) was read as HP1b binding inh inconclusive, GLS inhibitor 2%, JMJD2A Tudor inh inconclusive, ERG-DNA inh -8%, Tb PGK inh -12%, PI4K2A inh -7, G9a inh 45µM*, BAZ2B inh inconclusive and Pin1 inh 3%.
`COc1ccc(CCNC(=O)c2cnc(Cl)c(Cl)c2)cc1` gave HP1b binding inh 12%, GLS inhibitor 1%, JMJD2A Tudor inh -5%, ERG-DNA inh -3%, Tb PGK inh -7%, PI4K2A inh -2, G9a inh 0%, BAZ2B inh 12% and Pin1 inh -3%.
Screening COc1nc(OC)nc(N(C)CCO)n1 returned HP1b binding inh 21%, GLS inhibitor -1%, JMJD2A Tudor inh -16%, ERG-DNA inh 10%, Tb PGK inh inactive, PI4K2A inh -2, G9a inh 10%[12.7 µM], BAZ2B inh 9% and Pin1 inh -3%.
Screening Cc1nc2ccc(NC(=O)C3CCN(S(=O)(=O)c4cccs4)CC3)cc2s1 returned HP1b binding inh 60%[activator], GLS inhibitor 1%, JMJD2A Tudor inh -18%[57.1 µM], ERG-DNA inh -2%, Tb PGK inh -5%, PI4K2A inh -1, G9a inh 5%[59 µM], BAZ2B inh -21% and Pin1 inh 61%[activator].
Screening CCOc1ccc2c(c1)C(N(CCN1CCOCC1)C(=O)Nc1ccccc1)CC(C)(C)O2 (centres undefined) returned HP1b binding inh 15%, GLS inhibitor 3%, JMJD2A Tudor inh -9%, ERG-DNA inh 4%, Tb PGK inh 1%, PI4K2A inh -3, G9a inh inconclusive, BAZ2B inh inconclusive and Pin1 inh -1%.
Screening CN(C)CC1CCCCC1OC(=O)c1ccc(S(=O)(=O)N(C)c2ccccc2)cc1 (centres undefined) returned HP1b binding inh 13%, GLS inhibitor -4%, JMJD2A Tudor inh -8%, ERG-DNA inh 13%, Tb PGK inh inactive, PI4K2A inh 0, G9a inh inconclusive, BAZ2B inh -2% and Pin1 inh 2%.
`O=C(COc1ccc(Cl)cc1Cl)Nc1ccccn1` gave HP1b binding inh 12%, GLS inhibitor 2%, JMJD2A Tudor inh 5%, ERG-DNA inh -6%, Tb PGK inh inconclusive, PI4K2A inh -75*, G9a inh -2%[12.7 µM], BAZ2B inh -23% and Pin1 inh 1%.
Screening Cc1ccccc1C(=O)NNC(=O)CN1C(=O)c2ccccc2C1=O returned HP1b binding inh 16%, GLS inhibitor 4%, JMJD2A Tudor inh -3%, ERG-DNA inh 4%, Tb PGK inh inactive, PI4K2A inh 1, G9a inh inconclusive, BAZ2B inh 14% and Pin1 inh -9%.
CC(C)(C)c1ccc(C(=O)OCC(=O)Nc2sc3c(c2C#N)CCC3)cc1 was read as HP1b binding inh 8%, GLS inhibitor 8%, JMJD2A Tudor inh -7%, ERG-DNA inh -4%, Tb PGK inh -8%, PI4K2A inh 1, G9a inh -4%, BAZ2B inh 6% and Pin1 inh 8%.
COc1ccc(CNC(=O)CCc2nnc3n(C)c(=O)c4sccc4n23)cc1 was read as HP1b binding inh 11%, GLS inhibitor -10%, JMJD2A Tudor inh 0%, ERG-DNA inh 3%, Tb PGK inh -4%, PI4K2A inh -9, G9a inh -11%[59 µM], BAZ2B inh 0% and Pin1 inh 3%.
COCCNC(=O)CN(Cc1ccccc1)C(=O)CCC(=O)Nc1nccs1 was read as HP1b binding inh 19%, GLS inhibitor 7%, JMJD2A Tudor inh 0%, ERG-DNA inh -8%, Tb PGK inh -5%, PI4K2A inh -2, G9a inh 0%, BAZ2B inh -20% and Pin1 inh -7%.
For CC1(C)CC(NC(=O)c2cccc([N+](=O)[O-])c2)CC(C)(C)N1 the results were HP1b binding inh 3%, GLS inhibitor 1%, JMJD2A Tudor inh -12%, ERG-DNA inh -10%, Tb PGK inh -1%, PI4K2A inh 2, G9a inh 3%[59 µM], BAZ2B inh -4% and Pin1 inh -10%.
`Cc1ccc(CCNC(=O)CS(=O)Cc2nc(-c3cccs3)oc2C)cc1` (centres undefined) gave HP1b binding inh 36%, GLS inhibitor 7%, JMJD2A Tudor inh -17%, ERG-DNA inh 3%, Tb PGK inh 1%, PI4K2A inh -2, G9a inh inconclusive, BAZ2B inh -19% and Pin1 inh 4%.
CCOC(=O)c1ccc(NC(=O)C2CCN(S(=O)(=O)c3ccc4c(c3)CCCC(=O)N4)CC2)cc1 was read as HP1b binding inh 2%, GLS inhibitor -5%, JMJD2A Tudor inh -16%, ERG-DNA inh 8%, Tb PGK inh -1%, PI4K2A inh 5, G9a inh -29%[59 µM], BAZ2B inh 4%[57.1 µM] and Pin1 inh 2%.
For COc1ccc(OC)c(-n2c(=S)[nH]c3cc(C(=O)N4CCCCC4)ccc3c2=O)c1 the results were HP1b binding inh 32%, GLS inhibitor -4%, JMJD2A Tudor inh inconclusive, ERG-DNA inh 14%, Tb PGK inh -4%, PI4K2A inh -5, G9a inh -50%, BAZ2B inh -15% and Pin1 inh -12%.
`O=C(COC(=O)Cc1ccc(Br)cc1)NCc1ccc2c(c1)OCO2` gave HP1b binding inh 0%, GLS inhibitor -1%, JMJD2A Tudor inh -12%, ERG-DNA inh 16%, Tb PGK inh -6%, PI4K2A inh 0, G9a inh 10%, BAZ2B inh -5% and Pin1 inh -4%.
For O=C(CCCN1C(=O)c2cccc3cccc(c23)C1=O)NCCN1CCOCC1 the results were HP1b binding inh 9%, GLS inhibitor 0%, JMJD2A Tudor inh -6%, ERG-DNA inh 0%, Tb PGK inh inactive, PI4K2A inh 14, G9a inh -1%, BAZ2B inh -13% and Pin1 inh 5%.
For COCCN(C(=S)Nc1ccccc1OC)C(C)c1cccs1 (centres undefined) the results were HP1b binding inh 34%[activator], GLS inhibitor -4%, JMJD2A Tudor inh -3%, ERG-DNA inh 5%, Tb PGK inh -25%, PI4K2A inh 1, G9a inh 17%[59 µM], BAZ2B inh 10% and Pin1 inh 2%.
COc1cc(OC)c(NC(=O)CC(C)=O)cc1Cl was read as HP1b binding inh 12%, GLS inhibitor 17%, JMJD2A Tudor inh 3%, ERG-DNA inh 0%, Tb PGK inh -8%, PI4K2A inh -19, G9a inh 22%, BAZ2B inh 3% and Pin1 inh 0%.
COCCNC(=O)c1cccc(NC(=O)C2=C(C)OCCS2)c1 was read as HP1b binding inh 46%[activator], GLS inhibitor -19%, JMJD2A Tudor inh -8%, ERG-DNA inh -4%, Tb PGK inh -1%, PI4K2A inh 3, G9a inh 16%, BAZ2B inh 5% and Pin1 inh -8%.
Screening Cc1cc(/C=N/NC(N)=S)c(C)n1-c1ccc(Br)cc1 returned HP1b binding inh 8%, GLS inhibitor -18%, JMJD2A Tudor inh -26%, ERG-DNA inh 0%, Tb PGK inh -3%, PI4K2A inh 0, G9a inh 0%[59 µM], BAZ2B inh inconclusive and Pin1 inh -2%.
Screening O=C1C2CCCN2C(c2ccco2)N1c1ccc(F)cc1 (centres undefined) returned HP1b binding inh 26%, GLS inhibitor 2%, JMJD2A Tudor inh 3%, ERG-DNA inh 0%, Tb PGK inh -1%, PI4K2A inh -1, G9a inh -30% and Pin1 inh 9%.
For Cc1ccc(-n2nc3c(c2NC(=O)C(C)C)CS(=O)(=O)C3)c(C)c1 the results were HP1b binding inh -5%, GLS inhibitor 5%, JMJD2A Tudor inh -6%, ERG-DNA inh -9%, Tb PGK inh -1%, PI4K2A inh -4, G9a inh -1%, BAZ2B inh -2% and Pin1 inh -1%.
For O=C(NCc1ccc2c(c1)OCO2)c1ccc(CN2CCOCC2)cc1 the results were HP1b binding inh 14%, GLS inhibitor -1%, JMJD2A Tudor inh -9%, ERG-DNA inh -6%, Tb PGK inh 7%, PI4K2A inh -8, G9a inh 7%[59 µM], BAZ2B inh -3% and Pin1 inh -4%.
`CCOc1ccccc1-n1c(SCC(=O)Nc2ccccc2C(=O)O)nc2ccccc2c1=O` gave HP1b binding inh 24%, GLS inhibitor 24%, JMJD2A Tudor inh -1%, ERG-DNA inh 5%, Tb PGK inh 10%, PI4K2A inh 2, G9a inh 50µM*, BAZ2B inh 9% and Pin1 inh 1%.
